# DDE Tn6 FP inh: inhibitors of Tn6 peptide binding to fibrin DD(E), primary screen, biochemical, fluorescence polarization, human fibrin, Tn6 probe; Fibrinogen beta chain (Homo sapiens), P02675; Fibrin DD(E) TRITC-Tn6 fluorescence polarization displacement; inhibition, % at 8.3 µM; 370,000 tested, 0.21% active; AID 720509, 2013;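 active = inhibition above a per-campaign cutoff: mean of compounds within control limits plus 3 SD, cut at about 15% in these data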;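 note: 0% = median of all compound wells on the plate and 100% = blocking peptide control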
# LEDGF integ inh: blockers of LEDGF/p75-dependent integrase strand transfer – biochemical, TR-FRET, high throughput, primary screen; HIV-1 integrase (with human LEDGF/p75); TR-FRET IN-LEDGF/p75 DNA integration, Eu/Cy5; inhibition, % at 3.7 µM; 370,000 tested, 0.64% active;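 active = inhibition above the screen-wide mean plus 3 SD, cut at about 13% in these data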;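 note: signal is the Cy5 over europium emission ratio at 671 and 618 nm; 0% = plate median of compound wells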
# UHRF1 MBD2 ctr: UHRF1 methylated DNA binding inhibitors, primary screen, counter-screen for MBD2 inhibitor project, biochemical, TR-FRET, human UHRF1, single concentration; E3 ubiquitin-protein ligase UHRF1 (Homo sapiens), Q96T88; UHRF1 binding to methylated oligo; inhibition, % at 4.4 µM; 370,000 tested, 0.75% active; AID 687016, 2013; in the data active = inhibition above about 21%;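 note: UHRF1 SRA domain binding a hemimethylated CpG hairpin DNA probe; 0% = median of test compound wells and 100% = reference inhibitor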
# Target sequence (Q96T88 whole entry, looked up, the tested form may be a part): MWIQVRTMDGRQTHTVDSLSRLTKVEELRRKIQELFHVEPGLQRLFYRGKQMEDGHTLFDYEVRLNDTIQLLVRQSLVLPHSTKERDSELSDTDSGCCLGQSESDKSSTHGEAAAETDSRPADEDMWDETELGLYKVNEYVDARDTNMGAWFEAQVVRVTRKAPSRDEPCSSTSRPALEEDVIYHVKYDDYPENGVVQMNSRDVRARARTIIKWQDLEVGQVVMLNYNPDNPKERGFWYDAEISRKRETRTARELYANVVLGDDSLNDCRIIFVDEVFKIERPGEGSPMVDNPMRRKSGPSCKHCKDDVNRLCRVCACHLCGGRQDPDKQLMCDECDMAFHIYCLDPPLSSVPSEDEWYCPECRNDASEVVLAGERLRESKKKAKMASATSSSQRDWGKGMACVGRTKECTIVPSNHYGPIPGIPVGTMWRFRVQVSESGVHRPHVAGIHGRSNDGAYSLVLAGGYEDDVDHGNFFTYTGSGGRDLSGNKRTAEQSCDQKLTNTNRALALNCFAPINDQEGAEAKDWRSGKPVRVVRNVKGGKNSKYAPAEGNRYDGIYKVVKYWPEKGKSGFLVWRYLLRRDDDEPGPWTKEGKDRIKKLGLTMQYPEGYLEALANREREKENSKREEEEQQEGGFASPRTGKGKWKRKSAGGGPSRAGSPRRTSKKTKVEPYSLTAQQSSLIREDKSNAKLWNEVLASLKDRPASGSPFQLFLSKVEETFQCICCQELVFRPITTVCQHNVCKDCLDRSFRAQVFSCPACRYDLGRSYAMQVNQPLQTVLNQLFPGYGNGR
# MBD2 DNA inh: inhibitors of MBD2 binding to methylated DNA, primary screen, biochemical, TR-FRET, DNA-binding domain, human; Methyl-CpG-binding domain protein 2 (Homo sapiens), Q9UBB5; MBD2 binding to methylated oligonucleotide; inhibition, % at 4.4 µM; 370,000 tested, 0.31% active; AID 686964, 2013; in the data active = inhibition above about 13%
# DDE Tn7 FP inh: inhibitors of Tn7 peptide binding to fibrin DD(E), primary screen, biochemical, fluorescence polarization, human fibrin, Tn7 probe; Fibrinogen beta chain (Homo sapiens), P02675; FP displacement of FITC-Tn7 peptide from fibrin DD(E); 0% = median of compound wells per plate; inhibition, % at 8.3 µM; 370,000 tested, 0.13% active;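 active = inhibition above the mean of compounds falling within the control limits plus 3 SD of them, cut at about 14% in these data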;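 note: 0% = plate median of compound wells and 100% = 10 µM Aha-Tn7 peptide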
#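 Assay system: human fibrin DD(E) protein / Input: 2 µM fibrin DD(E) / Benchmarks: high control of 10 µM Aha-Tn7 peptide / Measured by: fluorescence polarization of the labelled Tn7 tracer / Medium: Tris buffer with calcium and detergent, pH 7.8 / Timing: 10 min compound pre-incubation, 3 h probe incubation at room temperature / Repeats: one replicate per compound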
# SIAE primary: human SIAE inhibitors, primary screen, biochemical, fluorescence polarization, FP-Rh probe, 1536-well HTS. inhibition, % at 9.66 µM. SIAE FP-Rh probe binding. 370,000 tested, 0.69% active;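 active = inhibition above a cutoff: mean of compounds within the control limits plus 3 SD of those, cut at about 17% in these data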;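 note: 0% = plate median of compound wells and 100% = probe without SIAE protein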
# TCR CD3 inh: inhibitors of human TCR-CD3 interaction, primary screen, biochemical, fluorescence, TAMRA-labeled TCR probe; T-cell receptor (TCR); 360,000 tested, 0.37% active; inhibition, % at 9.4 µM; in the data active = inhibition above about 19%;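 note: recombinant mutant TCR 2C K166C tagged with TAMRA read by polarization; 0% = receptor in buffer alone and 100% = receptor with positive control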
# KLK7 zymogen act: proKLK7 zymogen activators, primary screen, biochemical, fluorescence intensity; purified proKLK7, EDANS-DABCYL substrate fluorescence; 100% is mature enzyme control, 0% vehicle; Kallikrein-7 (Homo sapiens), P49862; AID 652039, 2013; 370,000 tested, 0.9% active; activation, % at 7 µM;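 active = activation above the mean of all tested compounds plus 3 SD, computed per campaign excluding outliers beyond control limits, cut at about 13% in these data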
# Target sequence (P49862 whole entry, looked up): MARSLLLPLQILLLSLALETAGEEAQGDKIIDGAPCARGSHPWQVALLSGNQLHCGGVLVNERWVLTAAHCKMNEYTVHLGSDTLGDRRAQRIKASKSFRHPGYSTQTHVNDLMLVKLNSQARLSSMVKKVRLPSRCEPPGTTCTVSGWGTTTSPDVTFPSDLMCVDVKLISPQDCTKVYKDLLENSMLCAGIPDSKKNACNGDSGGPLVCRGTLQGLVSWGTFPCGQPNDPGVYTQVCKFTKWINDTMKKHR
# PRMT1 inh: PRMT1 methyltransferase inhibitors, primary screen, biochemical, fluorescence polarization; Protein arginine N-methyltransferase 1 (Homo sapiens), Q99873; inhibition, % at 2.79 µM; recombinant PRMT1, activity-based probe fluorescence polarization; 370,000 tested, 1.3% active;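 active = inhibition above about 21% made by adding two undisclosed values, limit read from the data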
# TDP2 inh: human TDP2 enzyme inhibitors, primary screen, biochemical, epi absorbance, recombinant enzyme | inhibition, % at 12.8 µM | T5PNP hydrolysis, p-nitrophenol absorbance 415 nm | Tyrosyl-DNA phosphodiesterase 2 (Homo sapiens), O95551 | 370,000 tested, 0.34% active | AID 720702, 2013;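 active = inhibition above the mean of all tested compounds plus 3 SD, set per campaign, cut at about 25% in these data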;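 note: 0% = DMSO with enzyme and 100% = buffer with substrate but no TDP2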
#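 System: recombinant human TDP2 / Amount: 120 nM TDP2 per well / Also added: 5 mM T5PNP chromogenic substrate / Doses: 12.8 µM single point, 1% DMSO / Incubation: 2 h at 37 °C / Detection: p-Nitrophenol epi absorbance / Evaluation: % inhibition relative to enzyme-containing and enzyme-free wells / Repeats: singlicate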
# An asterisk follows results filed as active.
SMILES,DDE Tn6 FP inh,LEDGF integ inh,UHRF1 MBD2 ctr,MBD2 DNA inh,DDE Tn7 FP inh,SIAE primary,TCR CD3 inh,KLK7 zymogen act,PRMT1 inh,TDP2 inh
COCCCn1c(N)c(-c2nc3ccccc3n2C)c2nc3ccccc3nc21,-3,6,-3,-5,-4,15,-2,-0.2,-1,-7
Cc1cc(C)cc(C(=O)NCC(=O)OCC(=O)N2CCCC2)c1,6,1,0,2,-5,-5,-5,-0.3,-2,-4
O=C(Nc1ccccc1N1CCCC1)c1ccco1,-5,3,0,-4,2,1,-4,0.5,3,4
Clc1ccc(Cn2ccc(-c3ccc4c(c3)OCO4)n2)cc1Cl,-10,2,7,3,-3,-9,1,-0.2,2,-9
Cc1ccc(/C=C/C(=O)NCc2ccco2)o1,3,37*,54*,14*,2,-6,9,-0.4,13,14
O=C(Cn1cnc2ccccc2c1=O)c1ccccc1,5,0,1,-4,5,2,0,-0.6,-3,-3
Cc1ccc(/C=N/c2sc3c(c2C#N)CCC3)s1,-5,5,1,1,-4,7,4,0.3,8,13
COc1ccc(CCNC(=O)CSc2ccccn2)cc1OC,0,4,-3,-4,-3,0,1,0.5,-1,2
Cc1c(Cc2ccccc2)c(=O)n2c([nH]c3ccccc32)c1C#N,-5,0,1,2,-8,9,6,-1.4,-2,10
Cc1ccc(N(CC(=O)NC(C)(C)C)C(=O)CCC(=O)Nc2ccccn2)c(C)c1,5,0,0,4,-4,4,6,-0.1,1,-8
O=C(Cc1ccccc1F)Nc1ccc(Cl)nc1,14,-1,-3,-3,2,1,0,0.0,1,8
Cc1cccc(-c2ocnc2C(=O)Nc2ccccc2C(=O)N2CCCC2)c1,-5,1,-3,-3,0,12,7,0.1,2,17
CCc1cc2c(N[C@@H](Cc3ccccc3)C(=O)O)ncnc2s1,-2,4,3,10,5,-1,1,-0.1,6,-4
CCOC(=O)C1=C(COC(=O)c2cccs2)NC(=O)NC1C (stereo not given),1,0,-2,2,-2,3,5,-0.6,0,-7
CCC(C(=O)NCC1CCCO1)N(C(=O)c1snc(C(N)=O)c1N)c1ccc(Cl)cc1 (stereo not given),-5,1,0,0,-2,0,3,0.1,1,5
CCc1nnc(NC(=O)c2ccc3c(c2)C(=O)N(CC(C)C)C3=O)s1,8,-2,-2,-3,3,1,-1,-0.9,-5,3
Fc1ccccc1/C=N/Nc1nc(N2CCCCC2)nc(N2CCCCC2)n1,-1,1,-1,0,0,-5,10,-0.3,0,-4
CCN(CC(=O)Nc1ccc2c(c1)OC(F)(F)O2)Cc1nc2ccccc2c(=O)[nH]1,-8,-2,0,-6,3,-1,4,-0.6,3,7
Fc1ccccc1CSc1nnc(-c2ccccc2)o1,2,2,-3,-6,1,2,-4,-0.8,-2,11
Nc1cc(N)nc(SCC(=O)N2CCc3ccccc32)n1,11,2,1,0,-1,-1,-2,-0.7,-1,-13

# Part of the list above in order of length of the SMILES, rising:
SMILES,DDE Tn6 FP inh,LEDGF integ inh,UHRF1 MBD2 ctr,MBD2 DNA inh,DDE Tn7 FP inh,SIAE primary,TCR CD3 inh,KLK7 zymogen act,PRMT1 inh,TDP2 inh
Fc1ccccc1CSc1nnc(-c2ccccc2)o1,2,2,-3,-6,1,2,-4,-0.8,-2,11
COc1ccc(CCNC(=O)CSc2ccccn2)cc1OC,0,4,-3,-4,-3,0,1,0.5,-1,2
COCCCn1c(N)c(-c2nc3ccccc3n2C)c2nc3ccccc3nc21,-3,6,-3,-5,-4,15,-2,-0.2,-1,-7
CCN(CC(=O)Nc1ccc2c(c1)OC(F)(F)O2)Cc1nc2ccccc2c(=O)[nH]1,-8,-2,0,-6,3,-1,4,-0.6,3,7

# (further entries)
SMILES,DDE Tn6 FP inh,LEDGF integ inh,UHRF1 MBD2 ctr,MBD2 DNA inh,DDE Tn7 FP inh,SIAE primary,TCR CD3 inh,KLK7 zymogen act,PRMT1 inh,TDP2 inh
CN(C)S(=O)(=O)c1cccc(NC(=S)N/N=C/C2CC=CCC2)c1 (stereo not given),-1,1,2,0,-9,-2,0,-0.5,1,-3
CC(=O)Nc1cccc(OCC(=O)NCCC2=CCCCC2)c1,1,-7,2,-2,2,-3,-7,0.5,5,4
CCN(CC)C(=O)Cc1ccccc1,-2,-1,-3,4,5,5,3,0.1,-6,2
COCCCn1c(C)c(C(C)=O)cc(NC(=O)c2ccccc2)c1=O,1,2,-1,-1,-7,0,9,-5.4,1,6
O=C1CC(c2ccccc2)CC(O)=C1C=NC1CCCC1 (stereo not given),3,-7,48*,1,0,3,8,0.2,1,-1
Cc1ccc(C(=O)N/N=C/c2cccc3ccccc23)cn1,-3,7,-2,0,-14,-16,5,-0.5,-3,-8
Cc1cc(C)n(-c2nc3ccccc3nc2Nc2ccc(CC(=O)O)cc2)n1,-2,7,-4,-1,1,3,-3,0.1,-2,-12
c1ccc(CN2CCC(N=C3NN=C(c4ccc5c(c4)OCCO5)CS3)CC2)cc1,5,-2,-5,1,-2,8,0,0.2,28*,0
CCOc1cccc(N2C(=O)CC(n3cnc4ccccc43)C2=O)c1 (stereo not given),-9,0,-1,3,-4,-1,-2,0.0,9,5
CCn1nnc(NC(=O)c2ccccc2Br)n1,9,1,1,-1,8,4,3,0.1,0,-1
Cc1cc2nc(CCN(Cc3cccnc3)C(=S)Nc3ccccc3)[nH]c2cc1C,1,1,-1,0,-3,0,1,0.1,-2,0
COc1ccc2cc(C3(C)NC(=O)N(CC(=O)Nc4c(C)n(C)n(-c5ccccc5)c4=O)C3=O)ccc2c1 (stereo not given),-6,-6,3,5,-2,0,-5,0.8,5,-10
COc1ccccc1N1CCN(S(=O)(=O)c2ccc3c4c(cccc24)C(=O)N3)CC1,-21,-1,6,-3,-2,-10,1,0.3,-3,2
O=C(/C=C/c1ccccc1)N1CCN(CCN2C(=O)c3cccc4cccc(c34)C2=O)CC1,2,0,1,-4,-2,4,5,-0.1,1,-5
Cc1cccc(-c2cccc3[nH]c4c(c23)CCN2C(=O)[C@H]3[C@H](C)ON(C)[C@H]3C[C@@H]42)c1,-10,3,-1,-2,-8,7,1,-18,-5,-6
O=C(Nc1nccs1)c1ccccc1N=Cc1ccccc1,1,1,0,-5,1,1,5,42*,2,9
CCCc1cc2c(=O)c(-c3cscn3)c(C(=O)OCC)oc2cc1O,-3,-1,-1,1,-7,6,7,0.8,-1,-6
CC(C)CCOc1ccc(C2(C)NC(=O)NC2=O)cc1 (stereo not given),6,-2,0,1,2,0,-6,0.0,3,5
O=C(CSc1nc2ccccc2c(=O)n1Cc1ccco1)c1ccc(F)cc1,-4,-1,-2,-3,-4,0,4,-0.2,5,-3
CC(C)C(C(=O)Nc1ccc2c(c1)OCCOCCOCCOCCO2)N1C(=O)c2ccccc2C1=O (stereo not given),-4,-1,1,4,-4,0,-4,0.2,0,1
O=C(CC1C(=O)NCCN1Cc1cccc(F)c1)NC1CCCCCC1 (stereo not given),-4,-1,-1,2,-9,7,3,-1.3,6,6
COCCn1c(C)cc(C(=O)COC(=O)c2ccc(S(=O)(=O)N(C)C)cc2)c1C,1,2,-2,-7,-11,5,-2,-0.2,0,-10
CC(C)CNC(=O)COC(=O)CCC(=O)c1cccs1,-6,2,7,1,-2,10,-8,-0.1,1,2
Cc1cccc(NS(=O)(=O)c2cccs2)c1,0,-1,-2,-1,3,-3,5,0.0,0,2
Cc1cc(C)cc(OCC(=O)OCC(=O)NCc2cccs2)c1,2,2,0,-2,-4,-4,-4,-0.1,6,2
COc1ccc(/C=C/c2c([N+](=O)[O-])c(=O)n(C)c(=O)n2C)c(OC)c1OC,4,3,-1,1,-7,-4,6,-0.2,-2,-2
O=[n+]1c2c(n([O-])c3cc(F)c(N4CCCC4)cc31)CCCC2,12,3,-29,-31,1,-2,23*,9.7,46*,3
O=C(NC(=S)Nc1ccccc1O)c1cncc(Br)c1,-6,-5,1,-1,-3,1,0,-0.4,6,-18
CC(=O)c1c(C)[nH]c(C(=O)COC(=O)C2CC2)c1C,0,2,3,-2,5,-4,1,0.4,-2,4
CC(=C/c1ccccc1)/C=N/n1c(C)n[nH]c1=S,9,-2,2,4,-1,2,0,-0.4,0,-2
N#C/C(=C\c1ccc(OCCN2CCOCC2)cc1)C(=O)Nc1ccc(S(N)(=O)=O)cc1,0,1,-4,-10,4,-2,7,0.7,-4,9
Cc1ccnn1CCC(=O)N1CCCC(CCC(=O)NCc2ccccc2F)C1 (stereo not given),6,0,12,0,-1,2,5,0.2,-1,-3
O=c1[nH]c(C2CCN(S(=O)(=O)c3ccccc3C(F)(F)F)CC2)nc2c1nnn2Cc1ccccc1,1,1,4,2,0,-6,-6,-0.3,3,-6
CC(NC(=O)CSc1nc(=O)cc(N)n1CCc1ccccc1)c1ccccc1 (stereo not given),5,2,-1,4,1,-7,4,-0.8,-3,5
CC(C)CN1C(=O)C(=O)N(CC(=O)NC2CCCc3ccccc32)C1=O (stereo not given),-4,2,5,1,0,-7,-2,0.1,-5,-4
CC(=O)c1ccc(NC(=O)CCSCCC(=O)Nc2ccc(C(C)=O)cc2)cc1,1,-3,11,2,4,-7,-4,0.3,8,-11
Cc1ccc(S(=O)(=O)NCC(=O)NCC(=O)N(C)Cc2ccc(Br)s2)cc1C,2,-2,-1,3,6,-7,-2,-0.2,2,3
CCCCC(=O)Nc1ccc(C(=O)Nc2ccc(S(=O)(=O)N3CCCC3)cc2)cc1,1,0,4,2,-6,-24,3,0.2,-1,-5
O=C1c2ccccc2C(=O)N1CCc1c(-c2ccccc2)[nH]c2ccccc12,3,2,12,-4,9,12,0,-0.3,0,6
COc1ccc(CN(CC2CCC(C(=O)O)CC2)C(=S)Nc2ccccc2C)cc1 (stereo not given),-1,-2,-2,1,-4,13,4,0.1,0,-5
COc1cc(Cl)c(S(=O)(=O)N2CC(C)OC(C)C2)cc1Cl (stereo not given),4,1,-1,-6,-9,-1,2,-0.1,-1,4
CCCCn1nnnc1C(c1cc2ccccc2o1)N1CCCN(C(=O)OC(C)(C)C)CC1 (stereo not given),-2,3,2,-3,-5,3,4,0.1,1,-10

# From PubChem BioAssay
